Screening data from PubChem.
EIF4E inhibitors: eIF4E expression suppression, luciferase knock-in reporter – cell-based, HT1080, primary screen (AID 1224817). HT1080 EIF4E-luc2 knock-in reporter, luciferase, 16 h; stronger effect = lower value. log2 luciferase activity ratio at 2.5 µM. 2,000 compounds, 1% hits;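 active = log2 luciferase ratio at or below -0.5849, meaning signal at two thirds of solvent-only control or lower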;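 also: luciferase reports endogenous eIF4E expression since it is co-expressed from the native EIF4E locus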
Starred values were filed as active, the others as inactive; & = joins results of further samples. This is a subset; the hit share may differ from the screen's.

> CC1(C)N=C(N)N=C(N)N1c1cccc(C(=O)Nc2ccc(S(=O)(=O)F)cc2)c1
  EIF4E inhibitors: 0.358
> Oc1ccc(CCNCc2cc3c(cc2Br)OCO3)cc1
  EIF4E inhibitors: 0.115
> COc1cc2c3cc1Oc1c(O)c(OC)cc4c1[C@H](Cc1ccc(cc1)Oc1cc(ccc1O)C[C@H]3N(C)CC2)N(C)CC4
  EIF4E inhibitors: 0.0458
> O=C(O)CN1C(=O)CN=C(c2ccccn2)c2cc(Cl)ccc21
  EIF4E inhibitors: -0.0114
> NC(CSC1c2ccccc2-c2ccccc21)C(=O)O (stereo unspecified)
  EIF4E inhibitors: -0.0184
> COc1ccc2c(c1O)-c1c(OC)c(OC)cc3c1C(C2)N(C)CC3 (stereo unspecified)
  EIF4E inhibitors: -0.166
> O=P(O)(OP(=O)(O)c1ccccc1)c1ccccc1 (tested in a mixture with another compound)
  EIF4E inhibitors: 0.085
> O=[As](O)(O)c1ccc(NCc2ccccc2)cc1
  EIF4E inhibitors: -0.394
> C=C[C@H]1CN2CC[C@H]1C[C@@H]2[C@@H](O)c1ccnc2ccccc12
  EIF4E inhibitors: 0.195&0.049
> CC(CN(C)C)C(C#N)(c1ccccc1)c1ccccc1 (stereo unspecified)
  EIF4E inhibitors: -0.0368

Six entries from above, sorted by molecular weight, lowest first:
> CC(CN(C)C)C(C#N)(c1ccccc1)c1ccccc1 (stereo unspecified)
  EIF4E inhibitors: -0.0368
> NC(CSC1c2ccccc2-c2ccccc21)C(=O)O (stereo unspecified)
  EIF4E inhibitors: -0.0184
> O=P(O)(OP(=O)(O)c1ccccc1)c1ccccc1 (tested in a mixture with another compound)
  EIF4E inhibitors: 0.085
> O=[As](O)(O)c1ccc(NCc2ccccc2)cc1
  EIF4E inhibitors: -0.394
> Oc1ccc(CCNCc2cc3c(cc2Br)OCO3)cc1
  EIF4E inhibitors: 0.115
> CC1(C)N=C(N)N=C(N)N1c1cccc(C(=O)Nc2ccc(S(=O)(=O)F)cc2)c1
  EIF4E inhibitors: 0.358

Next results follow.
> Cc1nc2ccccc2cc1C[N+]12CN3CN(CN(C3)C1)C2
  EIF4E inhibitors: 0.28
> COc1ccn(C)c(=O)c1C#N
  EIF4E inhibitors: 0.124
> O=P1(N(CCCl)CCCl)NCCCO1 (stereo unspecified)
  EIF4E inhibitors: -0.0423
> C1CC[N-]CC1.CC(=N\O)/C(C)=N/O.CC(=N\O)/C(C)=N/O.C[CH-]C(C)O.[Co+2]
  EIF4E inhibitors: 0.147
> NS(=O)(=O)CC1CC[CH-]CC1.[Cl-].[Cl-].[Cl-].[Cl-].[Cl-].[Sb+5].c1ccncc1
  EIF4E inhibitors: -0.0733
> COC(C)C(O)(C(=O)OCC1=CCN2CCC(O)C12)C(C)(C)O (stereo unspecified)
  EIF4E inhibitors: 0.0699
> O=C(O)C(Oc1nc(=S)[nH]c(=S)[nH]1)(c1ccc(Cl)cc1)c1ccc(Cl)cc1
  EIF4E inhibitors: -0.0469
> CC(C)CNCCc1ccccn1
  EIF4E inhibitors: 0.0916
> COC1CC=C2CCN3CCC4=C(CC(=O)OC4)C23C1 (stereo unspecified)
  EIF4E inhibitors: 0.109
